Plk1 PBD FP: inhibitors of human Plk1 polo box domain binding. P53350. inhibition, %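 (tested at about 20 µM)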. 97,000 tested, 0.13% active. Plk1 PBD phosphopeptide binding, fluorescence polarization; in the data active = inhibition above about 34%, passing the limit was not always enough
LYP inh 2: inhibitors of human LYP (PTPN22) phosphatase; 96,000 tested, 0.21% active; recombinant LYP catalytic domain, DiFMUP fluorescence; Q9Y2R2; inhibition, % at 2 µM;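 active = inhibition at 2 µM at or above a set limit, the screen mean plus 3 SD, cut at about 24% in these data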;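 note: 0% = DMSO with enzyme and 100% = enzyme fully blocked by orthovanadate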
LYP act: LYP (human) phosphatase activation; Q9Y2R2; recombinant LYP, DiFMUP fluorescence; 0 = plate median, 100 = signal doubled; activation, % at 2 µM; 96,000 tested, 0.11% active;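 active = activation at 2 µM above a set limit, the mean plus 5 SD, cut at about 37% in these data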
PTK2B oligo ant: blocks oligomerization of human Pyk2 in cells | Q14289 | 99,000 tested, 0.83% active | AID 1347419 | z-score (the deposit names both 25 µM and 10 µM) | Q293 cells, Pyk2 FERM NanoBiT luminescence; stronger effect = lower value;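 active = Z-score of -3 or lower, scaled per plate to the spread of control and sample wells; inactive = z-score above -3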;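 note: negative z-score means lost luminescence so less FERM oligomerization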
Target sequence (Q14289 whole entry, looked up): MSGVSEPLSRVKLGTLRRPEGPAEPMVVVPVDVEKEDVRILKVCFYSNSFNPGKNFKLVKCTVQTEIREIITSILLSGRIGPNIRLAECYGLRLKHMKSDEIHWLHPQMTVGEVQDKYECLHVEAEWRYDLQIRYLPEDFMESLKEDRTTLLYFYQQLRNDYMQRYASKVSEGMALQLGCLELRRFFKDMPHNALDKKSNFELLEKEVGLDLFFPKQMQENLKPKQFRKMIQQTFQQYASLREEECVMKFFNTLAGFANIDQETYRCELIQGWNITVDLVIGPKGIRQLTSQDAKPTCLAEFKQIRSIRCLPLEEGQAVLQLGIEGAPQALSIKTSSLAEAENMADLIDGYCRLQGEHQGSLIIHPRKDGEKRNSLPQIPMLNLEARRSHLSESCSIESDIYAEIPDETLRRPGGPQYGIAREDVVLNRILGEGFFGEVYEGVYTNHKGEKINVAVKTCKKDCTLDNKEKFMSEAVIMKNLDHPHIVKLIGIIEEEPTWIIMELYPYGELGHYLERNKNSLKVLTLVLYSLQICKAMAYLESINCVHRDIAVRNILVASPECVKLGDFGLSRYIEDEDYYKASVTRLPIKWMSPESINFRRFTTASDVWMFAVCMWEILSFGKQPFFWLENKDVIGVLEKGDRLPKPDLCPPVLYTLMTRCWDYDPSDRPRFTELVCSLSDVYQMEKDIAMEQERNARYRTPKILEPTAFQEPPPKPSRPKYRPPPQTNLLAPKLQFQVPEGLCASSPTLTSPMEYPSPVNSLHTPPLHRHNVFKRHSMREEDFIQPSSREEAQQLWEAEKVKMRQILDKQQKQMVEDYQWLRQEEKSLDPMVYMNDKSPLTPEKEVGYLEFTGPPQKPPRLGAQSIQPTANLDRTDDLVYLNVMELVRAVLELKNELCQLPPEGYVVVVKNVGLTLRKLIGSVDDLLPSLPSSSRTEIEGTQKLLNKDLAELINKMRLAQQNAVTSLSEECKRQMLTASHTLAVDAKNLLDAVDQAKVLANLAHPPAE
HIV Rev-RRE inh: disrupts HIV-1 Rev binding to RRE RNA. Rev peptide-RRE RNA binding, FRET. AID 704. 97,000 tested, 0.79% active. P05866. inhibition, % at 8 µM;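 active = inhibition above the screen-wide mean plus 3 SD, cut at about 35% in these data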;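 note: 0% = median DMSO wells and 100% = median Neomycin B control wells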
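Test system: Cy5-tagged RRE RNA duplex with fluorescein-tagged Rev peptide | Read-out: % inhibition of FRET ratio versus controls | Probe or stimulus: Labelled Rev peptide | Incubation: 5 min RNA-compound premix plus 15 min binding step, 25 °C | Technique: FRET fluorescence readout | Benchmarks: DMSO low control, neomycin B high control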
F-actin modifier: cytoskeleton assembly modification; inhibition, % at 2 µM; HUVEC TNFa F-actin phalloidin imaging, high content; 91,000 tested, 0.18% active;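 active = inhibition above the batch mean plus 3 SD and confirmed as a hit by visual image inspection, cut at about 30% in these data, passing the limit was not always enough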; note: strong numbers were not always called active
PLK1 inh: blocks human PLK1 kinase activity | P53350 | inhibition, % at 10 µM | 97,000 tested, 0.53% active | recombinant PLK1 kinase, TR-FRET peptide phosphorylation;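 active = inhibition of 50% or more in the single-concentration screen; inactive = inhibition below 50%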;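 note: 0% = DMSO max control and 100% = H-89 dihydrochloride min control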
EphB4 ephrin blk: EphB4-ephrin-B2 interaction antagonism. EphB4 LBD / TNYL-RAW-Alexa532 peptide, fluorescence polarization. 97,000 tested, 0.15% active. inhibition, % at 7 µM;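 active = inhibition above the screen-wide mean inhibition plus 3 SD, cut at about 15% in these data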;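 note: 0% = DMSO wells and 100% = excess unlabeled TNYL-RAW peptide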
FAK inh: blocks human focal adhesion kinase activity; Q05397; biochemical FAK kinase activity assay; inhibition, %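 (tested at 7 µM)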; 97,000 tested, 0.84% active; AID 727; in the data active = inhibition above about 19%;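 note: 0% = DMSO and 100% = reference compound high control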
An asterisk follows results filed as active; · = no result given.

(1) CC(C)OCCCNc1ncc2c(n1)CC(c1ccc(N(C)C)cc1)CC2=O (stereo not given)
(2) CCOC(=O)c1c(C)c(C(=O)N2CCN(C(=O)c3ccco3)CC2)c(C)n1C
(3) CSc1ccccc1C(=O)NC1CC2CCC1C2 (stereo not given)
(4) c1ccc(-c2nn3c(C4CCCCC4)nnc3s2)cc1
(5) O=C(Nc1ccccc1F)NC1CCN(Cc2nnnn2Cc2ccc(F)cc2)CC1
(6) Cc1ccc(S(=O)(=O)C2CS(=O)(=O)CC2O)cc1 (stereo not given)
Screen / compound no.,1,2,3,4,5,6
PTK2B oligo ant,0.56,0.45,0.2,0.17,0.1,0.32
PLK1 inh,-7,-20,-10,3,-6,-1
HIV Rev-RRE inh,-6,0,1,9,4,4
FAK inh,-3,-2,0,0,-2,1
LYP inh 2,-25,-2,1,-2,-1,15
F-actin modifier,-11,11,-1,-28,13,·
EphB4 ephrin blk,-7,1,2,-9,1,3
LYP act,22,0,0,1,-1,-12
Plk1 PBD FP,7,-7,-11,-3,-5,1

(7) O=C(CSC1=NCCS1)Nc1cccc2ccccc12
(8) CCCn1c(SCC(=O)NC2CCCC(C)C2C)n[nH]c1=O (stereo not given)
(9) Cc1ccc(CC(CC(=O)O)C(=O)NC2CCCCC2)cc1 (stereo not given)
(10) OC1(c2ccc(F)cc2)CCN(Cc2ccccc2)C1 (stereo not given)
(11) CN(C)c1nc(C(=O)Nc2ccccc2)nc(N(C)C)n1
(12) CCCCCOC(=O)C1=C(C)N(C)C(=O)NC1c1cc(Br)c(O)c(OC)c1 (stereo not given)
Screen / compound no.,7,8,9,10,11,12
PTK2B oligo ant,-0.94,0.08,0.4,0.13,-0.62,-1.3
PLK1 inh,-11,-2,-9,-12,-18,-7
HIV Rev-RRE inh,2,-5,-1,-1,-4,0
FAK inh,-2,-1,-1,-3,-3,2
LYP inh 2,0,-5,4,-8,15,4
F-actin modifier,-13,-5,-7,-30,0,8
EphB4 ephrin blk,-6,0,-9,-1,-3,-6
LYP act,2,7,-6,6,-13,-7
Plk1 PBD FP,-21,-2,-1,4,-15,-18

(13) c1ccc2c(c1)nc(N1CCOCC1)c1c3ccccc3[nH]c21
(14) CC(C)(C)NC(=O)C(c1ccco1)N(Cc1ccc(F)cc1)C(=O)c1snc(C(N)=O)c1N (stereo not given)
(15) Nc1nc(-c2cccnc2)nn1C(=O)COc1ccccc1
(16) O=C(NC1CCCCCCC1)C1CCCN(S(=O)(=O)c2cnc[nH]2)C1 (stereo not given)
(17) N#C/C(=C/c1ccc(Sc2nc3ccccc3[nH]2)o1)c1cccc(Br)c1
(18) CCOc1ccccc1Oc1coc2cc(OC(=O)c3ccco3)ccc2c1=O
Screen / compound no.,13,14,15,16,17,18
PTK2B oligo ant,-1.8,-0.62,0.99,·,-3.1*,-0.33
PLK1 inh,-19,0,0,-6,-4,-9
HIV Rev-RRE inh,1,4,-2,0,16,7
FAK inh,31*,-1,1,2,2,2
LYP inh 2,-4,-3,-14,-8,-6,5
F-actin modifier,8,-13,-5,-8,6,-2
EphB4 ephrin blk,-4,-5,-8,2,-1,4
LYP act,3,0,11,7,8,-6
Plk1 PBD FP,-17,6,-14,-32,3,14

(19) Cc1c(CNCc2cccs2)c(C(=O)O)c(C)n1Cc1ccccc1
(20) COc1ccccc1N(C)S(=O)(=O)c1ccc(C(=O)NCC(C)C)cc1
(21) CCOC(=O)c1[nH]c2ccc(OC)cc2c1NC(=O)c1ccc2c(c1)OCO2
(22) O=C(c1cccs1)N(Cc1ccco1)C1CCS(=O)(=O)C1 (stereo not given)
(23) Cc1cc2c(c(=O)o1)C(C1C=CCCC1)C(C#N)=C(N)O2 (stereo not given)
(24) O=C(NC1CCCC1)C(c1cccs1)N(C(=O)c1ccno1)c1ccccc1 (stereo not given)
Screen / compound no.,19,20,21,22,23,24
PTK2B oligo ant,0.55,0.11,-0.89,1.9,0.43,-1.5
PLK1 inh,-10,-9,-2,-13,-1,-14
HIV Rev-RRE inh,-2,-4,12,4,8,5
FAK inh,0,1,3,-2,0,7
LYP inh 2,-31,-5,-5,-11,-5,13
F-actin modifier,-9,-26,-12,-13,13,-14
EphB4 ephrin blk,5,0,-7,-8,-8,-1
LYP act,29,3,3,10,8,-10
Plk1 PBD FP,0,21,7,-6,-18,13

(25) CC(C)C(=O)NC(Nc1cccc2cccnc12)C(Cl)(Cl)Cl (stereo not given)
(26) CCOC(=O)c1nc(C)n(-c2cc(Cl)cc(Cl)c2)n1
(27) CCn1c(SCC(=O)C(C)(C)C)nnc1-c1cccnc1
(28) c1ccc2c(c1)ncn2CCCCOc1ccc2c(c1)CCC2
(29) O=C(CSc1nnc(-c2ccccc2Br)o1)N1CCN(C(=O)c2ccco2)CC1
(30) COC(=O)CSc1nnc(-c2cccnc2)n1-c1cccc(OC)c1
Screen / compound no.,25,26,27,28,29,30
PTK2B oligo ant,-0.84,0.58,-0.14,0.47,0.07,0.32
PLK1 inh,-14,-20,-14,-24,5,0
HIV Rev-RRE inh,6,-1,3,21,4,-5
FAK inh,-5,4,1,3,-2,-6
LYP inh 2,-8,14,-7,8,5,-9
F-actin modifier,27,-31,0,0,1,-13
EphB4 ephrin blk,-10,-2,-6,-5,1,-7
LYP act,12,-11,4,-6,-8,6
Plk1 PBD FP,27,26,-23,8,7,13

(31) CC(=O)C1(O)C(C)CC2C3CCC4CC(O)CCC4(C)C3=CCC21C (stereo not given)
(32) CCN(CC)S(=O)(=O)c1ccc(NC2CCCc3ccccc32)nc1 (stereo not given)
(33) COc1cccc(C2C(C(N)=O)=C(C)Nc3nc(-c4cccc(Cl)c4)nn32)c1 (stereo not given)
(34) Cc1ccc(N2CCN(CC(O)COC3CCCCC3)CC2)cc1 (stereo not given)
(35) CCc1ccc(-c2nnn(CCC(=O)OC)n2)cc1
(36) CCOc1ccccc1NC(=O)C1CCCN(S(=O)(=O)c2c(C)[nH]c(=O)[nH]c2=O)C1 (stereo not given)
Screen / compound no.,31,32,33,34,35,36
PTK2B oligo ant,0.14,-2,-0.45,0.85,0.14,1.6
PLK1 inh,-12,-17,-8,-7,-1,-6
HIV Rev-RRE inh,2,21,7,1,-2,2
FAK inh,3,0,-2,0,1,-1
LYP inh 2,-1,-5,1,10,4,-2
F-actin modifier,1,-4,18,-1,10,4
EphB4 ephrin blk,0,1,1,7,1,2
LYP act,-2,5,-2,-10,-5,5
Plk1 PBD FP,5,-19,-15,-2,4,-17

(37) COc1ccccc1N1CCN(C(=O)CSc2nc3ncnc(N)c3[nH]2)CC1
(38) CCn1c(COc2ccccc2)nnc1SCC(=O)C(C)(C)C
(39) O=C(Nc1ccc2c(c1)nc1n2CCOC1)c1ccco1
(40) Cc1nc2ccc(C(=O)c3ccccc3)cc2[nH]1
(41) CC(C)NC(=O)COc1ccc(Cl)cc1Cl
(42) Cc1cc(NC(=O)CSc2nnc(-c3ccco3)n2Cc2ccccc2)no1
Screen / compound no.,37,38,39,40,41,42
PTK2B oligo ant,1,1.1,-0.02,0.89,0.24,-0.18
PLK1 inh,2,4,16,-2,-7,-5
HIV Rev-RRE inh,5,-2,3,1,7,8
FAK inh,1,1,-1,-1,-1,1
LYP inh 2,2,-11,-22,4,9,6
F-actin modifier,8,-11,-20,-15,-10,17
EphB4 ephrin blk,0,-3,-13,-2,3,8
LYP act,-3,8,19,2,-9,-7
Plk1 PBD FP,7,10,-22,-24,-10,10

(43) COC1(OC)C(/C=C/c2ccc(Cl)cc2)C(C#N)(C#N)C1(OC)OC (stereo not given)
(44) CCCSc1nc(C)nc2c1c(=O)n(C)c(=O)n2C
(45) C=CCn1c(SCC(=O)NCC(=O)OCC)nnc1-c1cccc(OC)c1
(46) Cc1ccc(C)c(OC(=O)c2ccncc2)c1
(47) CCCCNC(=O)c1ccc(NS(=O)(=O)c2ccccc2)cc1
(48) CCOC(=O)N1CCN(C(=O)c2cc3cc(Br)ccc3oc2=O)CC1
Screen / compound no.,43,44,45,46,47,48
PTK2B oligo ant,-1.3,·,0.42,0.46,-0.37,·
PLK1 inh,-7,3,10,-1,10,-8
HIV Rev-RRE inh,5,4,0,6,1,-2
FAK inh,2,-1,1,0,-28,0
LYP inh 2,0,-6,4,-1,12,-5
F-actin modifier,-16,-4,16,-11,-2,-5
EphB4 ephrin blk,6,2,-1,1,1,-2
LYP act,-4,3,-6,0,-9,1
Plk1 PBD FP,-2,21,-7,-14,0,-12

Exported with two lines to a compound: entries from further up.
Values run as follows: PTK2B oligo ant | PLK1 inh | HIV Rev-RRE inh | FAK inh | LYP inh 2 | F-actin modifier | EphB4 ephrin blk | LYP act | Plk1 PBD FP
#39 O=C(Nc1ccc2c(c1)nc1n2CCOC1)c1ccco1
  -0.02 | 16 | 3 | -1 | -22 | -20 | -13 | 19 | -22
#40 Cc1nc2ccc(C(=O)c3ccccc3)cc2[nH]1
  0.89 | -2 | 1 | -1 | 4 | -15 | -2 | 2 | -24
#41 CC(C)NC(=O)COc1ccc(Cl)cc1Cl
  0.24 | -7 | 7 | -1 | 9 | -10 | 3 | -9 | -10
#42 Cc1cc(NC(=O)CSc2nnc(-c3ccco3)n2Cc2ccccc2)no1
  -0.18 | -5 | 8 | 1 | 6 | 17 | 8 | -7 | 10
#43 COC1(OC)C(/C=C/c2ccc(Cl)cc2)C(C#N)(C#N)C1(OC)OC (stereo not given)
  -1.3 | -7 | 5 | 2 | 0 | -16 | 6 | -4 | -2
#44 CCCSc1nc(C)nc2c1c(=O)n(C)c(=O)n2C
  · | 3 | 4 | -1 | -6 | -4 | 2 | 3 | 21
#45 C=CCn1c(SCC(=O)NCC(=O)OCC)nnc1-c1cccc(OC)c1
  0.42 | 10 | 0 | 1 | 4 | 16 | -1 | -6 | -7

More results
(49) CC(=O)Nc1cccc(C(=O)Nc2ccccc2C(=O)O)c1
(50) COc1ccc(-c2c3c(=O)n(C)c(=O)n(C)c3cn2-c2cc(OC)ccc2OC)cc1
(51) Cc1ccc[n+](-c2nc3ccccc3nc2C(=C=[N-])C#N)c1
(52) Cc1cc(C)n(C(=O)c2ccc(NC(=O)CC(C)C)cc2)n1
(53) CN(CC(=O)NC1CCCCCC1)S(=O)(=O)c1ccccc1
(54) CC(C)(C)NS(=O)(=O)c1ccc(NS(=O)(=O)Cc2ccccc2)cc1
(55) Cc1ccc(S(=O)(=O)N2CCN(C(=O)CSc3nnc(C)c(=O)[nH]3)CC2)cc1
Screen / compound no.,49,50,51,52,53,54,55
PTK2B oligo ant,-0.37,-0.3,-0.09,0.29,-0.43,0.61,0.47
PLK1 inh,-3,-5,-10,-3,-9,-2,-5
HIV Rev-RRE inh,4,1,34,7,-1,-5,8
FAK inh,-7,0,-4,-2,0,-1,8
LYP inh 2,4,-2,5,3,3,-1,10
F-actin modifier,-13,16,16,-2,-4,5,14
EphB4 ephrin blk,-7,1,-31,6,-1,-4,8
LYP act,-1,0,-5,-6,-6,4,-9
Plk1 PBD FP,-17,10,11,-5,-10,-5,8

High-throughput results (PubChem)
